# NPC1 promoter act: qHTS Assay for NPC1 Promoter Activators; Huh7 NPC1 promoter luciferase reporter, 24 h; AID 485313, 2010; 320,000 compounds, 2.4% hits; Potency, µM (doses to about 9.22 µM), inactives show at the top dose activation, hits mostly activators;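 further: % of control where 0% means no effect; nearly all actives have a fitted effect of over 60% in size; reporter is driven by a mutant NPC1 promoter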
#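 Luminescence from an NPC1 promoter-driven luciferase reporter in stably transfected Huh7 cells was measured after 24 h compound treatment at 37 °C, followed by 10 min ambient incubation with luciferase detection reagent.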
# MBNL1 CUG block: qHTS Assay for Inhibitors of MBNL1-poly(CUG) RNA binding; TR-FRET MBNL1-His/biotin-(CUG)12 binding, 665/545 ratio; AID 2675, 2010; Muscleblind-like protein 1 (Homo sapiens), Q9NR56; Potency, µM (titrated, usually from 57.5 µM), without a hit: at the highest dose activity change, negative = inhibition, actives largely listed as inhibitors; 280,000 compounds, 0.036% hits; active means well fitted inhibition curve with a large enough effect in the signal ratio, with a control signal flat, not every such curve was filed as active; inconclusive means small, poorly fitted or top-dose-only effect, or effect the other way, or a change in a side signal; inactive means no such curve, though single readings can be large or run the other way; the % refers to the signal ratio; further: on the % scale 0 is the no-effect control and ±100 the full control effect
#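 Compound titration spanned 92 nM–58 uM against the MBNL1-His/biotin-(CUG)12 complex. After 60 min at room temperature with 5 nM streptavidin-XL665 and 0.055 ng/ul terbium anti-His, ratiometric 665/545 nm emission (Ex 340 nm) normalized to controls.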
# uPA surface inh: qHTS for Inhibitors of Cell Surface uPA Generation; cell surface uPA generation assay, qHTS; Potency, µM (titrated, usually from 38.3 µM), inactives show top-dose activity change, negative = inhibition, usual class: inhibitors; 330,000 compounds, 0.31% hits; active means well fitted inhibition curve with a large enough effect; inconclusive means small, poorly fitted or top-dose-only effect; inactive means no such curve, though single readings can be large or run the other way; tested in mouse RAW 264.7 cells; further: on the % scale 0 is the no-effect control and ±100 the full control effect; nearly all actives have a fitted effect of over 55% in size
# RORgamma inh: qHTS for inhibitors of ROR gamma transcriptional activity | Nuclear receptor ROR-gamma (Mus musculus), P51450 | Drosophila S2 Gal4-RORgamma UAS-luciferase reporter, 20 h | AID 2551, 2010 | Potency, µM (doses to about 53.6 µM), for the others: at the top dose activity change, negative = inhibition, hits mostly inhibitors | 310,000 compounds, 5.4% hits; further: on the % scale 0 is the no-effect control and ±100 the full control effect; nearly all actives have a fitted effect of over 60% in size
#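 Drosophila S2 cells stably expressing Gal4-DBD/mouse RORγ fusion under metallothionein promoter plus UAS-luciferase; compound 1 h, then 700 uM CuSO4 induction for 20 h at ambient temperature; inhibition read as reduced luminescence.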
# p53 reactivation: qHTS assay for re-activators of p53 using a Luc reporter; H1299 p53-A138V BP100-luciferase reporter, luminescence, 24 h; Potency, µM (series often up to 92.2 µM), inactives show at the highest dose activity change, positive = activation, hits mostly activators; 320,000 compounds, 0.063% hits; AID 504706, 2011; further: % of control where 0% means no effect; nearly all actives have a fitted effect of over 45% in size
#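 p53-null H1299 cells stably carrying temperature-sensitive p53-A138V and a BP100-luciferase reporter were pinned with compounds (4-point, 1:5 series) and held 24 hrs at 37 deg C. Luminescence was read 10 min after detection reagent.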
# Gal4-VP16 FLuc: VP16 counterscreen qHTS for inhibitors of ROR gamma transcriptional activity; Potency, µM (doses to about 53.6 µM), for inactives: at the top dose activity, negative = inhibition, usual class: inhibitors; Drosophila S2 Gal4-VP16 UAS-luciferase, luminescence, 20 h; AID 2546, 2010; 310,000 compounds, 3.5% hits;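 further: Gal4-VP16 expression switched on by copper sulfate through the metallothionein promoter; on the % scale 0 is the no-effect control and ±100 the full control effect; nearly all actives have a fitted effect of over 50% in size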
# ELG1 genotox: qHTS screen for small molecules that induce genotoxicity in human embryonic kidney (HEK293T) cells expressing luciferase-tagged ELG1 | HEK293T ELG1-luciferase reporter, luminescence, 16 h | Potency, µM (series often up to 46 µM), without a hit: at the highest dose activity change, positive = activation, most hits filed as activators | 330,000 compounds, 1.3% hits | AID 504466, 2011; further: % of control where 0% means no effect; nearly all actives have a fitted effect of over 60% in size
#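 HEK293T cells expressing luciferase-tagged ELG1 were treated with compound or DMSO for 16 hr at 37°C. Luciferase activity was then read after 30 min with ONE-Glo at room temperature; rising signal flags genetic stress.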
# Rab9 promoter act: qHTS Assay for Rab9 Promoter Activators. Huh7 Rab9 promoter-luciferase reporter, luminescence, 24 h. Potency, µM (titrated, usually from 9.22 µM), for inactives: top-dose activation, negative = inhibition, most hits filed as activators. 320,000 compounds, 2.8% hits; further: % of control where 0% means no effect; nearly all actives have a fitted effect of over 60% in size
#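 Rab9 promoter-driven luciferase in stably transfected Huh7 cells; 1500 cells/well rested 2 h, exposed to compound in DMSO for 24 h at 37 °C, 5% CO2. Luminescence read 10 min after adding luciferase reagent at ambient temperature.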
# FLuc modulator: qHTS profiling assay for firefly luciferase inhibitor/activator using purifed enzyme and Km concentrations of substrates (counterscreen for miR-21 project). purified FLuc, Km substrates, luminescence inhibition. AID 588342, 2011. Potency, µM (highest dose often 57.5 µM), inactives show at the top dose activity change, negative = inhibition, actives largely listed as inhibitors. 360,000 compounds, 6.9% hits. Luciferin 4-monooxygenase (Photinus pyralis), P08659;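 further: plate controls were vehicle for no effect and reference inhibitor for full effect; nearly all actives have a fitted effect of over 55% in size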
# Target sequence (P08659 whole entry, looked up): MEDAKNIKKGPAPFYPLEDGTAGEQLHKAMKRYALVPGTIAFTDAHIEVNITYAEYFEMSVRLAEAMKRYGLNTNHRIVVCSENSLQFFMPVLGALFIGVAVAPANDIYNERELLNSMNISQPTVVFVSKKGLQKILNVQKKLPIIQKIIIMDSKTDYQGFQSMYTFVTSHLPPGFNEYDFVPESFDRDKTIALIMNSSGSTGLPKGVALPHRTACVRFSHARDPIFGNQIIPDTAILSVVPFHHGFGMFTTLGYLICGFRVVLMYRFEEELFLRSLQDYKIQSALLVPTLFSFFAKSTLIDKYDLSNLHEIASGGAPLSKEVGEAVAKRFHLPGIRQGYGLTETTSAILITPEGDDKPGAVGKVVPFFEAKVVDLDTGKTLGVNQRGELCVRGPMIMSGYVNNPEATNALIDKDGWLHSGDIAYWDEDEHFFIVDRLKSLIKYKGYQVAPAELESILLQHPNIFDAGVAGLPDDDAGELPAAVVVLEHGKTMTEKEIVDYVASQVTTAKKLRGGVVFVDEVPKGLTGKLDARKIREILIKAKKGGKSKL
#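 Purified P. pyralis luciferase, 10 nM final, with Km-level 10 uM D-luciferin and 10 uM ATP in 50 mM Tris acetate pH 7.5, 10 mM Mg acetate, 0.01% Tween-20, 0.05% BSA; 6-point qHTS titration about 60 µM downward; luminescence read.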
# BRCA1 expr up: qHTS Assay to Identify Small Molecule Activators of BRCA1 Expression; 380,000 compounds, 1.1% hits; Potency, µM (series often up to 46.1 µM), without a hit: top-dose activation, most hits filed as activators; MCF7-BRCA1-FFLuc reporter, luminescence, 48 h; response scale: scaled: vehicle 0%, 10 µM genistein 100%; AID 624202, 2012; further: nearly all actives have a fitted effect of over 80% in size; some results filed as inactive show a strong effect at the top dose
#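 48 h compound treatment of MCF7-BRCA1-FFLuc cells (phenol-red free MEM, 37 °C), then 15 min with luciferase substrate and luminescence imaging.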
# An asterisk follows results filed as active; ? = inconclusive; . = not tested or not shown; [ ] = remark or other dose. Unless noted, the call rests on the fitted dose curve; in most records, active means well fitted curve in the direction sought with a large enough effect; inconclusive means small, poorly fitted or top-dose-only effect, or another doubt; inactive means no such curve, though single readings can be large; an effect the other way counts as inactive or inconclusive. Potency means the concentration at half of the fitted maximal effect.
# Keys – A = NPC1 promoter act; B = MBNL1 CUG block; C = uPA surface inh; D = RORgamma inh; E = p53 reactivation; F = Gal4-VP16 FLuc; G = ELG1 genotox; H = Rab9 promoter act; I = FLuc modulator; J = BRCA1 expr up
[1] COc1ccc(NS(=O)(=O)c2ccc(C)c(NC(=O)CN3C(=O)NC4(CCCC4)C3=O)c2)cc1
  A = 7%	B = .	C = -1%	D = .	E = 24%	F = .	G = 3%	H = -5%	I = .	J = 11%

[2] CC(Sc1nnc2n1CCCCC2)C(=O)Nc1cccc(S(=O)(=O)N2CCOCC2)c1 (stereo not drawn)
  A = -1%	B = .	C = -2%	D = .	E = -1%	F = .	G = -5%	H = -6%	I = 3%	J = 11%

[3] Cc1cc(C)c2c(n1)nn1c(C)c(CCC(=O)NCc3ccco3)c(C)nc21
  A = 0%	B = 4%	C = 7%	D = 22%	E = 1%	F = -5%	G = 2%	H = -2%	I = -6%	J = -3%

[4] Cc1ccc(NC2=CC(=O)CC(c3ccco3)C2)c(N)c1 (stereo not drawn)
  A = 8%	B = 3%	C = -12%	D = ?	E = 22%	F = 3%	G = 3%	H = 6%	I = 1%	J = -41%

[5] COC(=O)CCc1c(C)c(C(=O)c2cc(OC)c(OC)c(OC)c2)c2ccccn12
  A = -33%[inhibitor]	B = ?	C = ?	D = -34%	E = -8%	F = 7%	G = -1%	H = 1%[1.84 µM]	I = 1%	J = -22%

[6] CS(=O)(=O)c1ccc(C(=O)N2CC(=O)Nc3ccccc32)cc1
  A = 2%	B = 2%	C = 0%	D = 0%	E = -2%	F = 0%	G = -4%	H = 0%	I = -2%	J = -16%

[7] O=C(c1ccc(S(=O)(=O)c2ccccc2Cl)c([N+](=O)[O-])c1)N1CCCCCC1
  A = 0%	B = 33%	C = -9%	D = 14%	E = -6%	F = ?	G = 8%	H = -1%	I = -2%	J = -56%

[8] Cc1ccn(CC(=O)N2N=C(C(F)F)CC2(O)C(F)F)n1 (stereo not drawn)
  A = -3%	B = 3%[11.5 µM]	C = -4%	D = -2%	E = -7%	F = 0%	G = 0%	H = -16%	I = -2%	J = -6%

[9] O=C(Nc1ccc(S(=O)(=O)NCc2ccccc2)cc1)Nc1ccc2c(c1)OCO2
  A = 30%	B = -6%	C = -10%	D = 35%	E = ?	F = -19%	G = ?	H = 27%	I = 21µM*	J = 2%

[10] Cc1ccccc1S(=O)(=O)c1c(C)cc(C)n(C)c1=O
  A = 2%	B = -6%	C = -5%	D = -4%	E = -1%	F = 1%	G = 2%	H = 4%	I = 2%	J = 0%

[11] CCn1c(N)c(C(=O)N2CCOCC2)sc1=S
  A = 1%	B = ?	C = 13%	D = -4%	E = -2%	F = -2%	G = -2%	H = -6%	I = -4%	J = 6%

[12] CC1=C(C(=O)OC(C)C)C(c2cccs2)NC(=O)N1 (stereo not drawn)
  A = -7%	B = -4%	C = 0%	D = 8%	E = -3%	F = -14%	G = 0%	H = 3%	I = 0%	J = 19%

[13] CCOc1ccc(NC(=S)NCCCc2ccccc2)cc1
  A = -1%	B = -20%	C = 3%	D = 5µM*	E = -6%	F = ?	G = -2%	H = -2%	I = 1%	J = -9%

[14] CCc1ccc(N2CC(C(=O)OCC(=O)c3c(N)n(CC(C)C)c(=O)n(C)c3=O)CC2=O)cc1 (stereo not drawn)
  A = 0%	B = .	C = -84%	D = .	E = 2%	F = .	G = 1%	H = -5%	I = 7%	J = 1%

[15] COc1ccc(OC)c(/C=N\NC(=O)CC(=O)NCCc2ccccc2)c1
  A = 0%	B = .	C = .	D = -3%	E = 3%	F = 4%	G = -1%	H = -1%	I = -1%	J = -6%

[16] O=C(c1ccccc1)N1CCN(c2ccc([N+](=O)[O-])c(NCc3ccco3)c2)CC1
  A = -3%	B = ?	C = -11%	D = 37%	E = -6%	F = -3%	G = 0%	H = 1%	I = 1%	J = -61%

[17] O=C(NCCCN=C1NS(=O)(=O)c2ccccc21)c1ccco1
  A = -2%	B = 3%	C = -2%	D = -16%	E = -7%	F = 2%	G = 0%	H = 3%	I = 4%	J = 2%

[18] Cc1cc(C)nc(/N=C2\NC(=O)CC3C(=O)NCCN23)n1 (stereo not drawn)
  A = -1%	B = -6%	C = -3%	D = 32%	E = -2%	F = -3%	G = 9%	H = -7%	I = 1%	J = 1%

[19] Cc1ccc(C(=O)NNc2cc(=O)n(C)c(=O)n2C)cc1C
  A = 0%	B = 5%	C = 7%	D = -1%	E = 5%	F = -11%	G = -1%	H = 0%	I = -1%	J = -10%

[20] COC(=O)c1ccc(CNC(=O)COC(=O)Cc2ccsc2)cc1
  A = -10%	B = 0%	C = 6%	D = 2%	E = 0%	F = 5%[10 µM]	G = -2%	H = -4%	I = -2%	J = 9%

# Record cards (already shown). Screens in order: NPC1 promoter act | MBNL1 CUG block | uPA surface inh | RORgamma inh | p53 reactivation | Gal4-VP16 FLuc | ELG1 genotox | Rab9 promoter act | FLuc modulator | BRCA1 expr up
# `COC(=O)c1ccc(CNC(=O)COC(=O)Cc2ccsc2)cc1` is listed with -10% | 0% | 6% | 2% | 0% | 5%[10 µM] | -2% | -4% | -2% | 9%
# `CCc1ccc(N2CC(C(=O)OCC(=O)c3c(N)n(CC(C)C)c(=O)n(C)c3=O)CC2=O)cc1` (stereo not drawn) is listed with 0% | . | -84% | . | 2% | . | 1% | -5% | 7% | 1%
# `O=C(NCCCN=C1NS(=O)(=O)c2ccccc21)c1ccco1` is listed with -2% | 3% | -2% | -16% | -7% | 2% | 0% | 3% | 4% | 2%
# `Cc1ccc(C(=O)NNc2cc(=O)n(C)c(=O)n2C)cc1C` is listed with 0% | 5% | 7% | -1% | 5% | -11% | -1% | 0% | -1% | -10%

# Bioassay records as filed in PubChem BioAssay.
